# FLuc act counter: affects firefly luciferase, flagging false hits in luciferase stimulation screens | P08659 | ATPlite luciferase biochemical, luminescence, 10 min; 0 = ATP-free wells, 1 = DMSO control | activation factor at 10 µM | 200,000 tested, under 10 active | AID 1027;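 active means luciferase activation factor, scaled between plate controls, of at least 2 with compound at 10 µM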
# Target sequence (P08659 whole entry, looked up): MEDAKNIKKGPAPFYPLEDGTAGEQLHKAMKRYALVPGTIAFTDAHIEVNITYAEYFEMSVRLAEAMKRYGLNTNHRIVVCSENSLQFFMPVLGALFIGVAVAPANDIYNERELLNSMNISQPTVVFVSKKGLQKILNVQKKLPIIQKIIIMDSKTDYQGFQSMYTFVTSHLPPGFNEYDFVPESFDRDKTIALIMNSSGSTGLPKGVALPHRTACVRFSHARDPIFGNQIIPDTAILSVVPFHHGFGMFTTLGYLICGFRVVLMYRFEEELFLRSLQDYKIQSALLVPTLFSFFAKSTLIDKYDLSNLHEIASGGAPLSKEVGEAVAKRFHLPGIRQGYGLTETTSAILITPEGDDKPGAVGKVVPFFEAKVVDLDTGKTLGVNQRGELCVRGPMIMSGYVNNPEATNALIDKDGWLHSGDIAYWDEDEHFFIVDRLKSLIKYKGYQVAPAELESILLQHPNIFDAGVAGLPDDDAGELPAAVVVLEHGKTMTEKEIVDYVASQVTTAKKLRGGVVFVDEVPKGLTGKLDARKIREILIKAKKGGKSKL
#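 Material: Luciferase/luciferin reagent mix | Doses: Test compounds dosed from 2 mM stocks in 100% DMSO | Timing: 10 min incubation after luciferase reagent addition, room temperature | Measured by: Luminescence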
# NF-kB neuron act: NF-kB expression increase, human neuronal cells; NF-kB reporter expression; stronger effect = higher value; fold change at 12.5 µM; 1.6% of 190,000 active; AID 1239; in the data active means fold change above about 3.3
# Hsp70 act: Hsp70 transcriptional activation, primary screen | HeLa Hsp70 promoter luciferase reporter, luminescence; scaled: vehicle 0, proteasome-inhibitor control 100% | activation, % at 10 µM | 0.04% of 200,000 active;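 active means activation above the mean across all tested compounds plus 3 SD, cutoff set per campaign, cut at about 5.5% in these data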;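 further: 100% = MG132 at 30 µM as the positive control and 0% = DMSO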
# STAT1 act: activators of IFN-gamma induced STAT1 signaling. NIH 3T3 STAT1-luciferase reporter, luminescence; 100% = IFN-gamma alone, no compound. activation (% of control), % at 5.5 µM. 2.6% of 200,000 active;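 active means activation above the screen-wide mean activation plus 3 SD, cut at about 130% in these data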;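 further: raw ratio to IFN-gamma control signal so 100% means no change and 0% no light; values of inactives mirror those of a sister screen read the other way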
# APP 5'UTR act: activates APP 5'UTR luciferase reporter. SH-SY5Y APP 5'UTR luciferase reporter, luminescence; zero percent = DMSO vehicle wells. activation, % at 2 µM. 1% of 190,000 active. AID 1276;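 active means activation above a set limit, based on mean plus 3 SD of controls, cut at about 140% in these data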; further: values of inactives mirror those of a sister screen read the other way
# DTT redox prof: compounds producing H2O2 with reducing agent – biochemical, NIH compound library profiling, artefact control for MLSCN library redox annotation, primary screen; DTT-dependent redox cycling H2O2, phenol red/HRP absorbance; 100% = 100 µM peroxide control, 0% = buffer; activation, % at 10 µM; 0.03% of 200,000 active; AID 878;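 active means activation of at least 50% relative to the plate's high and low controls in the primary single-dose screen; inactive means activation below 50%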;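 further: compound incubated with DTT at 0.8 mM final as the reducing agent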
# G6PDH counter: inhibits Leuconostoc G6PDH, flagging false hits in G6PDH-based assays. Purified L. mesenteroides G6PDH, diaphorase/resazurin coupled fluorescence, 45 min. inhibition, % at 5 µM. 0.12% of 200,000 active. AID 1020; in the data active means inhibition above about 50%
# HMGR II inh: inhibitors of class II HMG-CoA reductase from Enterococcus faecalis. purified E. faecalis HMGR, NADPH absorbance 340 nm kinetic. inhibition, % at 10 µM. 0.41% of 190,000 active. AID 1066;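 active means inhibition above a set limit, the median over all tested compounds plus 3 SD, cut at about 9.5% in these data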;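 further: enzyme runs in reverse so mevalonate oxidation gives rising NADPH absorbance; 0% = complete reaction with DMSO and 100% = background rate lacking mevalonate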
# FLuc inh counter: Photinus pyralis luciferase inhibition counter-screen. AID 1006. 1.5% of 200,000 active. P08659. ATPLite firefly luciferase biochemical luminescence, 10 min. inhibition, % at 10 µM;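 active means inhibition above about 50% when tested at 10 µM, limit read from the data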
# APP 5UTR inh: APP translation inhibition. 0.82% of 190,000 active. inhibition, % at 2 µM. SH-SY5Y APP 5'UTR-luciferase reporter, luminescence;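 active means inhibition above a set limit, derived from the sample mean plus 3 SD, cut at about 45% in these data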; further: values of inactives mirror those of a sister screen read the other way
# * marks the source's active call; other numbers are inactive results; x = not tested or not shown. An unsorted share of the library. Share with any hit: about 5.3%.
# Screens in order: FLuc act counter	NF-kB neuron act	Hsp70 act	STAT1 act	APP 5'UTR act	DTT redox prof	G6PDH counter	HMGR II inh	FLuc inh counter	APP 5UTR inh
- O=C(O)/C=C/c1cn(Cc2ccccc2)nc1-c1ccc(Cl)cc1
  1	0.99	-0.3	100	11	-0.6	9	4	-2	-11
- CC(=O)c1nc(N2C(=O)CC(Cc3ccccc3)C2=O)sc1C (configuration not stated)
  1	0.94	-0.4	98	5	0.1	20	7	-2	-5
- COc1ccccc1-c1nc(SCC(=O)O)n[nH]1
  1.1	1.9	0.0	107	-3	2.4	-12	-1	-7	2
- O=C(Cn1c(-c2ccccc2)noc1=O)N1CCC(Cc2ccccc2)CC1
  1	1.2	-0.2	100	24	-0.5	16	-3	-3	-24
- CCC1S/C(=C(\C#N)C(=O)NCc2ccco2)N(c2ccc(Br)cc2)C1=O (configuration not stated)
  1.1	1	-0.4	90	x	4.0	1	-8	-6	x
- COC(=O)C(C)C1Sc2ccccc2NC1=O (configuration not stated)
  1	0.97	1.1	104	2	0.4	0	-1	-4	-2
- COc1cccc(OCC(O)CN2CC(C)CC(C)C2)c1 (configuration not stated)
  1	1.4	-0.1	99	-2	2.0	17	-1	1	2
- O=C(NC(c1ccccc1)c1ccccc1)C1CCCO1 (configuration not stated)
  1	1.3	-0.3	96	11	-0.3	11	-1	-3	-11
- COc1ccc(N2CCN(C3CC(=O)N(Cc4ccc(N5CCCC5=O)cc4)C3=O)CC2)cc1 (configuration not stated)
  1.1	0.91	-0.4	93	-5	-2.6	-2	-2	-6	5
- Cc1ccc(CC(=O)Nc2ncc([N+](=O)[O-])s2)cc1
  1	1.8	-0.2	116	12	-0.5	8	-1	-2	-12
- Cc1cccc(C(=O)OCC(=O)Nc2nccs2)c1
  1	2.1	-0.1	110	8	-3.8	1	-2	5	-8
- Cc1cc(C)n(C/C=C/Cn2nc(C)cc2C)n1
  1.1	1.1	-0.1	107	18	1.1	-4	1	-6	-18
- COc1cc2c(C#N)c(N3CCCCC3)nc(N)c2c(N)n1
  0.8	2.1	0.2	128	-11	0.8	51*	-4	22	11
- CNc1nc(N2CCc3ccccc32)ncc1F
  0.6	5.1*	0.5	167*	120	0.9	15	-2	39	-120
- C/C(=C\C(=O)c1ccc(Cl)cc1)Nc1ccc(Br)cc1
  x	x	-0.2	98	3	2.5	x	x	x	-3
- O=C(Nc1ccc(Cl)c(Cl)c1)Nc1cc(S(=O)(=O)N2CCOCC2)ccc1N1CCCC1
  1.1	0.66	-0.3	98	5	0.2	4	3	-8	-5
- Cc1ccnc(SCc2cn3c(C)cc(C)nc3n2)n1
  1	1.2	0.2	104	-1	-1.9	1	-1	-1	1
- CC(=O)OC(C(=O)NC1CCCCC1)c1cccc(F)c1 (configuration not stated)
  1	1.1	-0.2	99	4	-0.5	11	-1	-4	-4
- O=C(Nc1ccccc1)c1ccc(N2CCN(c3ccccc3)CC2)c(S(=O)(=O)N2CCOCC2)c1
  1.1	0.58	-0.2	94	12	-0.1	0	-7	-6	-12
- COc1cccc(C2=CC(c3ccccc3)n3nnnc3N2)c1 (configuration not stated)
  1	1.6	0.0	107	-2	-0.2	10	3	-4	2

# Other structures.
# Screens in order: FLuc act counter	NF-kB neuron act	Hsp70 act	STAT1 act	APP 5'UTR act	DTT redox prof	G6PDH counter	HMGR II inh	FLuc inh counter	APP 5UTR inh
- Cc1cccc2c(=O)c(C(=O)N3CCCCCC3)c[nH]c12
  1	1.1	0.2	105	-6	-0.7	15	6	4	6
- O=C(c1ccco1)N(CCC(c1ccccc1)c1ccco1)Cc1ccco1 (configuration not stated)
  1	1.4	-0.2	102	-14	1.8	4	-2	-3	14
- Cc1ccc(S(=O)(=O)N2CCCC2C(=O)Nc2nccs2)cc1 (configuration not stated)
  1.1	1.1	0.2	94	9	1.3	-2	-2	-7	-9
- O=C(CSc1ncccn1)NC(=O)c1ccccc1
  1	1.2	-0.4	104	-3	-0.6	21	-2	1	3
- O=C(O)CSCCc1ccccn1
  1.1	0.93	0.0	109	4	1.6	4	-2	-8	-4
- CC(C)NS(=O)(=O)c1ccc(OCC(=O)NCc2ccco2)cc1
  1.1	1.1	0.5	102	3	0.0	6	1	-6	-3
- CCOC(=O)CC1C(=O)NCCN1C(=O)c1cc2c(=O)n3cccc(C)c3nc2s1 (configuration not stated)
  1	1.1	-0.2	99	7	-1.1	-1	-3	-2	-7
- COc1ccc(-c2cc(=O)c3cc(F)ccc3[nH]2)cc1
  0.9	1.2	-0.1	102	5	0.8	4	2	9	-5
- Cn1c(N/N=C2\CCCc3ccccc32)nc2c1c(=O)n(Cc1ccc(F)cc1)c(=O)n2C
  1.1	0.75	-0.3	103	-8	0.2	-24	-5	-8	8
- O=C(CSc1ccsc1[N+](=O)[O-])NC1CCCC1
  1	1.2	-0.1	108	-17	0.3	3	3	-4	17
- Cc1cc(/C=C2/NC(=O)N(c3ccccc3)C2=O)c(C)n1-c1cccnc1
  0.6	1.2	-0.2	151*	86	-0.1	-8	0	45	-86
- CC1CN(C(=O)c2cc3cc(Cl)cc(Cl)c3oc2=O)CC(C)O1 (configuration not stated)
  1.1	0.94	0.1	106	-10	4.0	6	-2	-5	10
- CC12C(=O)N(n3cnnc3)C(=O)C1C1C=CC2C1 (configuration not stated)
  1.1	1.4	-0.2	98	1	0.6	3	1	-9	-1
- COc1cccc(C2=NOC(C(=O)N3CCN(C(=O)c4ccco4)CC3)C2)c1 (configuration not stated)
  1	1.1	0.0	105	2	-2.6	-14	0	1	-2
- CC1=C(C)CC(C(=O)Nc2ccc(C(N)=O)cc2)C(C(=O)O)C1 (configuration not stated)
  1.1	1.1	0.3	96	6	0.3	-1	-6	-8	-6
- Cc1nc2ccccc2c(=O)n1/N=C/c1ccc(N(C)C)cc1
  1	1.2	0.2	116	7	1.5	4	0	0	-7
- O=[N+]([O-])c1cc(-c2cnc3ccccc3n2)ccc1Oc1ccc(Br)cc1
  1	1.7	0.7	118	2	3.4	-1	2	-1	-2
- CC1CCN(C(=O)c2ccc(C(=O)N3CCC(C)CC3)cc2)CC1
  x	x	-0.3	105	7	0.6	x	x	x	-7
- O=C(Nc1cccc(NC(=O)c2cccnc2)c1)c1cccnc1
  1	0.45	0.0	94	-13	0.0	-9	-2	-3	13
- CCC(NC(=O)c1ccccc1NC(=O)c1ccco1)C(=O)NC1CCCCC1 (configuration not stated)
  1	1.4	-0.4	99	29	-1.7	1	5	-3	-29

# Following part
# Screens in order: FLuc act counter	NF-kB neuron act	Hsp70 act	STAT1 act	APP 5'UTR act	DTT redox prof	G6PDH counter	HMGR II inh	FLuc inh counter	APP 5UTR inh
- C=CCOC(=O)C1=C[C@@H](c2cn(C(C)=O)c3ccccc23)C[C@@H](OCCCCO)O1
  1.1	0.92	-0.2	70	-7	-1.9	14	0	-6	7
- CC(C)Cn1c(-c2ccccc2)nc2ccccc2c1=O
  1	0.98	-0.1	99	-7	1.0	-2	-2	-1	7
- COC(=O)C(CCSC)NC(=O)c1cc2c(n(-c3ccccc3)c1=O)CCCC2=O (configuration not stated)
  1	1.3	-0.2	99	-12	0.5	24	-1	2	12
- Cc1cccc(N2CCN(S(=O)(=O)c3ccc(S(=O)(=O)N4CCCC4)cc3)CC2)c1C
  1	0.96	0.4	108	1	0.2	1	0	-4	-1
- COc1ccc(Cn2nnnc2C(c2ccc3ncccc3c2)N2CCN(C3CCCCC3)CC2)cc1 (configuration not stated)
  1.1	1	-0.3	104	-13	-0.5	6	-3	-7	14
- CSc1ccc(/C=N/Nc2ccc(Cl)c(C(=O)O)c2)cc1
  0.9	12*	-0.3	107	139*	-0.5	4	-11	14	-139
- C/C(N)=C(/C#N)C(=O)CSc1nc2ccccc2c(=O)n1-c1ccc(C)c(Cl)c1
  1.1	1.2	-0.2	93	1	0.4	-3	1	-13	-1
- O=C1CSC(c2ccccc2[N+](=O)[O-])N1c1ccc(O)cc1 (configuration not stated)
  1	0.94	-0.1	96	-13	0.9	13	1	4	13
- Cc1ccc(NC(=O)N2CCCC2)cc1Cl
  0.9	1.4	-0.2	117	31	-0.4	1	-2	7	-31
- COc1ccc([N+](=O)[O-])c2c(=O)ccoc12
  1.1	0.96	-0.2	104	-6	-0.4	-6	4	-8	6
- Cc1cc(Br)c(Cl)cc1NC(=O)CN1C(=O)C2C3CC(c4ccccc4)C(C3)C2C1=O (configuration not stated)
  1.1	0.57	-0.4	93	-4	0.2	-1	-3	-5	4
- Cc1ccccc1-n1ccnc1SCC(=O)NCc1ccco1
  1.1	1.3	-0.4	104	-11	-1.3	5	5	-8	11
- CCC(CC)NC(=O)/C=C/c1ccccc1Cl
  0.9	1.5	-0.1	116	3	0.3	4	-1	8	-3
- Cc1ccccc1-n1c(SC2CCOC2=O)nnc1-c1ccncc1 (configuration not stated)
  1.1	1.2	-0.2	96	11	-1.0	8	0	-5	-11
- O=C(Nc1ccc(Cl)cc1)C1CCC(=O)N1Cc1ccccc1Cl (configuration not stated)
  1	1.2	-0.4	98	23	1.9	6	-4	-4	-23
- O=C(CCN1C(=O)/C(=C/c2cccs2)SC1=S)NC1=NCCS1
  1.1	1.3	-0.1	96	9	0.5	8	-2	-9	-9
- CCn1c(COc2cccc3cccnc23)nnc1SCC(=O)O
  1	1.2	0.0	100	2	-0.8	3	-4	-4	-2
- COc1ccc2[nH]c(N=Nc3ccccc3C)c(O)c2c1
  1.1	1.2	0.0	114	1	-0.2	-4	-3	-6	-2
- Cn1cc(Br)c(C(=O)NNC(=O)c2ccc(Cl)cc2)n1
  0.9	1.6	0.8	124	20	0.3	5	-4	10	-20
- CC1CCN(C(=O)CSc2nc(N)c3c4c(sc3n2)CN(C)CC4)CC1
  1.1	0.72	-0.1	96	4	-2.6	8	-6	-5	-4

# Continued (4 carried over from the part before).
# Screens in order: FLuc act counter	NF-kB neuron act	Hsp70 act	STAT1 act	APP 5'UTR act	DTT redox prof	G6PDH counter	HMGR II inh	FLuc inh counter	APP 5UTR inh
- CCn1c(COc2cccc3cccnc23)nnc1SCC(=O)O
  1	1.2	0.0	100	2	-0.8	3	-4	-4	-2
- COc1ccc2[nH]c(N=Nc3ccccc3C)c(O)c2c1
  1.1	1.2	0.0	114	1	-0.2	-4	-3	-6	-2
- Cn1cc(Br)c(C(=O)NNC(=O)c2ccc(Cl)cc2)n1
  0.9	1.6	0.8	124	20	0.3	5	-4	10	-20
- CC1CCN(C(=O)CSc2nc(N)c3c4c(sc3n2)CN(C)CC4)CC1
  1.1	0.72	-0.1	96	4	-2.6	8	-6	-5	-4
- COC(=O)CC1C(=O)NCCN1C(=S)NC(=O)C(c1ccccc1)c1ccccc1 (configuration not stated)
  1	1	-0.4	96	13	0.4	-2	3	-4	-13
- CC(C)(C)C1CCc2onc(C(=O)Nc3cnn(Cc4ccc(F)cc4)c3)c2C1 (configuration not stated)
  1.1	0.86	-0.6	109	-10	2.1	-15	6	-7	10
- COc1cccc(C(=O)Nc2ccc(C(=O)NCC(C)C)cc2)c1
  1	1.1	-0.1	90	24	-0.4	1	-1	-2	-24
- CC1(C)CC(=O)C(C=NCCN2CCN(C3CC(=O)N(c4ccc(Br)cc4)C3=O)CC2)=C(O)C1 (configuration not stated)
  1.1	1	0.0	102	13	0.1	10	1	-7	-13
- Cc1cc(-c2ccc(/C=N/n3cnnc3)o2)ccc1Cl
  1	0.86	-0.2	106	-12	-0.2	7	2	4	12
